Mm-Cpn inhibitor – inhibitors of Methanococcus maripaludis chaperonin (MmCpn); Potency, µM (top dose mostly 76.9 µM), without a hit: at the highest dose activity, negative = inhibition, actives largely listed as inhibitors; 330,000 tested, 0.031% active; purified Mm-Cpn ATPase, ADP Transcreener TR-FRET; further: potency means the concentration at half of the fitted maximal effect; on the % scale 0 is the no-effect control and ±100 the full control effect; nearly all actives have a fitted effect of over 80% in size
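Quantitative HTS used 25 nM Mm-CPN and 10 uM ATP in magnesium/KCl Tris buffer, pH 7.4, with 1 mM DTT. Hydrolysis ran 30 min at 37°C; ADP was read by HTRF.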
EPAC2 antag – blocks human EPAC2 exchange factor; Q8WZA2; EPAC2 GEF exchange of Rap1B-BODIPY-GDP, fluorescence; Potency, µM (doses to about 114 µM), for the others: at the top dose activity, negative = inhibition, actives largely listed as inhibitors; 360,000 tested, 0.18% active; further: potency means the concentration at half of the fitted maximal effect; on the % scale 0 is the no-effect control and ±100 the full control effect; nearly all actives have a fitted effect of over 45% in size; many of its hits are not listed in these tables
EPAC2 ag – EPAC2 (human) agonism. Q8WZA2. EPAC2 activation, biochemical qHTS; response scale: 100% = 6.5 mM cAMP response. Potency, µM (doses to about 154 µM), inactives show top-dose activation, most hits filed as activators. 360,000 tested, 0.079% active. AID 720711; further: potency means the concentration at half of the fitted maximal effect; nearly all actives have a fitted effect of over 50% in size
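Nucleotide exchange monitored as fluorescence drop when BODIPY-GDP leaves Rap1B. Reaction: 100 nM EPAC2, 250 nM RAP1B-BODIPY-GDP, 50 uM GDP, room temperature, kinetic read over 30 min. Activity expressed relative to 6.5 mM cAMP.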
D3 antag – blocks the human D3 dopamine receptor | P35462 | D3R cells, DiscoveRx beta-arrestin luminescence, antagonist mode; active compounds read low | max response, negative = inhibition, % | 360,000 tested, 2.5% active | AID 652054; in the data active means max response below about -50%; inconclusive means no clear call, values can overlap the other calls; further: on the % scale 0 is the no-effect control and ±100 the full control effect; mostly tested at two doses, the higher about 12 µM
Target sequence (P35462 whole entry, looked up): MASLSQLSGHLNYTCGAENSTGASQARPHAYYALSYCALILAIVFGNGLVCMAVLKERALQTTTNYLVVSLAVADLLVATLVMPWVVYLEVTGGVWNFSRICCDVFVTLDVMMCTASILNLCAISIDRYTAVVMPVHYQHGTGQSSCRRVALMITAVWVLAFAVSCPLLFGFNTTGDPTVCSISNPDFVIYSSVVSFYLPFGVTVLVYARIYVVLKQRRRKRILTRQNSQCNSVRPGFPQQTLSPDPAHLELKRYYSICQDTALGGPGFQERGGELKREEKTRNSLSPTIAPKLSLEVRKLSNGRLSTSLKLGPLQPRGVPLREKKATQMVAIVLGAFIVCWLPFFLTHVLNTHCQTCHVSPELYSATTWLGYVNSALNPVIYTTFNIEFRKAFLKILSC
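Cells plated overnight at 1500 cells/well, then exposed to library compounds with dopamine controls for 90 minutes at 37 degrees C. DiscoveRx reagent added for 30–60 minutes at room temperature; luminescence read, quantitative HTS format.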
PTHR1 ag – activates the human parathyroid hormone receptor PTHR1; Q03431; HEK293 GP2 PTHR1 cells, GloSensor cAMP luminescence, 1 h; Potency, µM (doses to about 115 µM), for the others: at the highest dose activation, most hits filed as activators; 410,000 tested, 0.075% active; further: potency means the concentration at half of the fitted maximal effect; nearly all actives have a fitted effect of over 55% in size; some results filed as inactive show a strong effect at the top dose; inactives centre near -15; many of its hits are not listed in these tables
Target sequence (Q03431 whole entry, looked up): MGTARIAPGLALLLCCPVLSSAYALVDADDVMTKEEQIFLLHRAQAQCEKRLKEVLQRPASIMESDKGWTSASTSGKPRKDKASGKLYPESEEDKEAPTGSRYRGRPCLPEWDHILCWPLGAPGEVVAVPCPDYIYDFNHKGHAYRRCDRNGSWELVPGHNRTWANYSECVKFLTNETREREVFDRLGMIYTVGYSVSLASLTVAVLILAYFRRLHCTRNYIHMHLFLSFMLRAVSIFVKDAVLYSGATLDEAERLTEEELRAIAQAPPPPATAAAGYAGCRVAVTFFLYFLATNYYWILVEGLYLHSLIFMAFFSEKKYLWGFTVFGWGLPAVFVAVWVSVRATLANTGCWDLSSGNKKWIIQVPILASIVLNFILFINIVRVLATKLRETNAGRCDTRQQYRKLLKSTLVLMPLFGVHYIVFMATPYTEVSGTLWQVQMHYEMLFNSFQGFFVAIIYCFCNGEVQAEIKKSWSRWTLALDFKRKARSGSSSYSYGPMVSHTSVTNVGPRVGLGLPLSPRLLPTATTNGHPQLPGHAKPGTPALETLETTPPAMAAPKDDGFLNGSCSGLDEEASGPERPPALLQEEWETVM
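HEK-293-derived GP2 cells expressing PTHR1 and a GloSensor cAMP reporter, 3,000/well, plated overnight, given luciferin plus IBMX (each 0.5 mM as added) for 1 h at 37 °C, then compound for 1 h at 37 °C. Luminescence was read after 15 min at room temperature.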
pAkt inh – inhibitors of Akt phosphorylation | activity change, % for hits at 50 µM | Neuro2A IGF-stimulated pAkt S473 HTRF, 20 min; active compounds read low | 360,000 tested, 0.32% active; in the data active means activity change below about -80%; inconclusive means mostly about -51% to -80%; further: on the % scale 0 is the no-effect control and ±100 the full control effect
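Neuro2A cells (4,500/well, DMEM with 0.5% FBS) were treated with compound at a single 50 µM final concentration, stimulated with 6 nM IGF for 20 min at 37 °C, and lysed. Phospho-Akt Ser473 was read by HTRF as 665/615 ratio ×10^4.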
DRD3 agonist – D3 dopamine receptor (human) agonism; D3R DiscoveRx beta-arrestin cells, luminescence, 90 min; max activation, %; 410,000 tested, 0.58% active; AID 652048; in the data active means max activation above about 30%; further: 0% is about no effect; mostly tested at two doses, the higher about 12 µM
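Agonist-mode cell screen: cells plated at 1500/well and incubated overnight at 37 °C, then exposed to library compounds for 90 min at 37 °C. Detection reagent was added for 30–60 min at room temperature, and luminescence was read.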
CCT modulator – modulators of cytosolic chaperonin (CCT/TRiC) activity | 360,000 tested, 0.3% active | purified chaperonin ATPase assay, HTRF ADP detection, 30 min | activity change, % (test concentration not listed), hits read low | AID 651819; in the data active means activity change below about -30%; further: on the % scale 0 is the no-effect control and ±100 the full control effect
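Nucleotide hydrolysis assay: TRiC at 20–40 nM final (set by batch activity) with 10 uM ATP, 30 min at 37 °C, in presence of 76 uM compound. Detection by competitive ADP HTRF, 30 min ambient.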
An asterisk follows results filed as active; i = inactive; ? = inconclusive; nt = no result given; & = joins results of further samples; [ ] = remark or other dose. Unless noted, the call rests on the fitted dose curve; in most records, active means well fitted curve in the direction sought with a large enough effect; inconclusive means small, poorly fitted or top-dose-only effect, or another doubt; inactive means no such curve, though single readings can be large; an effect the other way counts as inactive or inconclusive. Not all compounds are listed (hit frequency here may not be typical).

1. Cc1cc(NS(=O)(=O)c2ccc(NC(=O)CCN3C(=O)c4ccccc4C3=O)cc2)no1
2. CCCCCCC(=O)NCC(=O)OCC(=O)c1ccccc1
3. O=C1N(CCCN2C(=O)C3(OCCO3)c3ccccc32)c2ccccc2C12OCCO2
4. CCCCCOC(=O)C1=C(C)Nc2nnnn2C1c1ccc(OC)c(OC)c1OC (stereo not drawn)
5. CCC(C)(C)C1CCc2[nH]nc(C(=O)NCc3ccc(OC)cc3)c2C1 (stereo not drawn)
6. COC(=O)CN(C(=O)CSc1nnc(-c2cccc(OC)c2)o1)c1ccc(OC)cc1
7. CCOC(=O)C1(Cc2ccccc2)CCN(Cc2cnc(N3CCOCC3)s2)CC1
8. CCn1c(=O)c2ccccc2n(Cc2ccc([N+](=O)[O-])cc2)c1=O

| entry no. | 1 | 2 | 3 | 4 | 5 | 6 | 7 | 8 |
| --- | --- | --- | --- | --- | --- | --- | --- | --- |
| Mm-Cpn inhibitor | -1% | 1% | -1% | -1% | 0% | -1% | 0% | 1% |
| EPAC2 antag | 3% | 1% | -1% | -9% | -11% | -7% | -4% | -12% |
| EPAC2 ag | -2% | 3% | -11% | 0% | 5% | 0%[15.6 µM] | 10% | 4% |
| D3 antag | -14 | -19 | -3 | -20 | -10 | 0 | -6 | 13 |
| PTHR1 ag | -7%[57.5 µM] | i | -1%[57.5 µM] | -9%[57.5 µM] | -9% | i | -17% | 23% |
| pAkt inh | nt | i | i | i | i | nt | i | i |
| DRD3 agonist | 0 | -6 | 6 | -5 | 11 | -3 | -6 | 3 |
| CCT modulator | -1.4 | -0.6 | -1.2 | 1.0 | -0.1 | -4.2 | -1.2 | 1.6 |

9. CCN1CC2CCCC3(C1)C(=O)NC1(CCCCC1)N=C23 (stereo not drawn)
10. O=C(Nc1ccc2c(c1)OCO2)C1Cc2c(-c3ccncc3)ccnc2O1 (stereo not drawn)
11. CCOC(=O)C1(CCCc2ccccc2)CCN(C(=O)CN2C(=O)CSC2=O)CC1
12. C[C@H]1Cn2cnc(C(=O)N[C@@H](Cc3c[nH]c4ccccc34)C(=O)OC(C)(C)C)c2C(=O)N1
13. COc1ccc(Nc2cc(=O)oc3ccccc23)cc1
14. Cc1cc(NC(=O)[C@H](C)NC(=O)c2ccco2)ccc1Br
15. CCn1c(=O)c(-c2ccccc2)c(O)c2ccccc21
16. CC(O)C(C(=O)OCc1ccc([N+](=O)[O-])cc1)N1C(=O)c2ccccc2C1=O (stereo not drawn)

| entry no. | 9 | 10 | 11 | 12 | 13 | 14 | 15 | 16 |
| --- | --- | --- | --- | --- | --- | --- | --- | --- |
| Mm-Cpn inhibitor | -2% | nt | -1% | nt | -3% | 2% | -6% | 2% |
| EPAC2 antag | 6% | 18% | -10% | -1% | -6% | 2% | 19% | 10% |
| EPAC2 ag | 4% | 1% | -2% | -13% | 10% | 7% | 3% | -2% |
| D3 antag | 14 | -17 | -2 | 5 | -16 | -2 | -22 | 19 |
| PTHR1 ag | -1% | -16% | -12% | i | -32%[inhibitor] | -17% | -29%[57.5 µM] | -25% |
| pAkt inh | i | i | i | i | i | i | i | i |
| DRD3 agonist | 0 | 12 | 2 | 2 | -5 | -6 | -2 | 11 |
| CCT modulator | -2.3 | 1.0 | 1.1 | 0.5 | 1.4 | 1.3 | -1.0 | 2.1 |

17. CC(=O)c1ccc(N2CCN(C(=O)C3CCN(S(=O)(=O)Cc4ccccc4)CC3)CC2)cc1
18. O=C(NCc1ccccn1)c1ccc([N+](=O)[O-])cc1
19. COc1ccccc1-c1cc(C(=O)N2CCN(c3ccccc3)CC2)no1
20. Nc1cc(N)cc(Cc2ccccc2)c1
21. COc1cc(/C=N/Nc2cccc(C)c2)ccc1OC(=O)c1cccs1
22. Cn1nnnc1SCC(=O)C(C)(C)C
23. CCCC(=O)Nc1ccccc1NC(=O)c1ccc(OCC)cc1
24. O=[N+]([O-])c1cccc(OCC(O)CN2CCN(S(=O)(=O)c3cc(Cl)ccc3Cl)CC2)c1 (stereo not drawn)

| entry no. | 17 | 18 | 19 | 20 | 21 | 22 | 23 | 24 |
| --- | --- | --- | --- | --- | --- | --- | --- | --- |
| Mm-Cpn inhibitor | -1% | 0% | 1% | nt | -3% | -1% | 3% | 1% |
| EPAC2 antag | 11% | -10% | 5% | -17% | -5% | 2% | -1%[57.1 µM] | -4% |
| EPAC2 ag | 3% | 14% | 10% | 12% | 11% | 9% | 11% | 15% |
| D3 antag | 11 | -18 | 5 | 0 | 0 | 0 | 1 | 0 |
| PTHR1 ag | -19% | -6% | -31%[inhibitor] | 0% | i | i | -3% | -13% |
| pAkt inh | i | i | i | i | i | i | i | i |
| DRD3 agonist | -3 | -6 | 1&5 | -3 | -4 | 9 | -4 | -7 |
| CCT modulator | 2.2 | -1.3 | -0.4 | -1.5 | -7.0 | -0.5 | -0.6 | 1.6 |

25. CCc1ccc2[nH]c(O)c(N=Nc3nc(-c4ccccc4)cs3)c2c1
26. O=C(Nc1ccc(Br)cn1)c1cccc2ccccc12
27. Cc1cnc(C(=O)NC(C)CCc2ccccc2)cn1 (stereo not drawn)
28. CCCN(C)C[C@@H]1OCCCC[C@@H](C)Oc2ccc(NC(=O)c3ccccc3)cc2C(=O)N([C@H](C)CO)C[C@@H]1C
29. O=C1CC2(CCN(C(=O)C3CC(=O)N(c4ccccc4)C3)CC2)Oc2ccccc21 (stereo not drawn)
30. COc1cc2cnc(-c3ccccc3)c(-c3ccc(C#N)cc3)c2cc1OC
31. CN(Cc1ccccc1)C1CC(=O)N(c2ccc(C(=O)O)cc2)C1=O (stereo not drawn)
32. O=C1C2ON(c3ccccc3)C(c3ccccc3F)C2C(=O)N1c1ccccc1 (stereo not drawn)

| entry no. | 25 | 26 | 27 | 28 | 29 | 30 | 31 | 32 |
| --- | --- | --- | --- | --- | --- | --- | --- | --- |
| Mm-Cpn inhibitor | 0% | nt | 0% | nt | -1% | -6% | 0% | -4% |
| EPAC2 antag | -20% | -14% | 4% | 0% | -3% | -4% | 8% | -1% |
| EPAC2 ag | -2% | 14% | 5% | 4% | -2% | 13% | 5% | 4% |
| D3 antag | ? | -8 | -15 | 0 | -11 | 15 | -27 | 3 |
| PTHR1 ag | 6% | -87%[inhibitor] | i | ? | -58%[inhibitor] | -4% | i | i |
| pAkt inh | i | i | i | i | i | i | i | i |
| DRD3 agonist | -2 | -14 | 7 | -3 | -15 | 20 | -2 | 4 |
| CCT modulator | 0.0 | 0.1 | -2.0 | -2.8 | -1.7 | 0.3 | 0.4 | 0.6 |

33. COc1cc(OC)cc(-c2c(-c3ccc(F)cc3)c3cc(-c4ccc5cc[nH]c5c4)ccc3n2C)c1
34. Cc1cc(Oc2ccc(=O)[nH]n2)nc(Cl)n1
35. CC(C)(C)NC(=O)C(c1ccccc1F)N(Cc1ccco1)C(=O)c1csnn1 (stereo not drawn)
36. Cc1nc(S(=O)(=O)N2CCN(C3c4ccccc4-c4ccccc43)CC2)cn1C
37. O=C(Cn1ccc([N+](=O)[O-])n1)N1CCCCCC1
38. O=C(NCc1ccccc1)c1cccc(NC(=O)C2CCCC2)c1
39. COc1ccc(CN(C)C(=O)c2ccccc2OCc2c(C)noc2C)cc1OC
40. O=c1cc(-c2ccccc2)nc(SCCOc2ccccc2Cl)[nH]1

| entry no. | 33 | 34 | 35 | 36 | 37 | 38 | 39 | 40 |
| --- | --- | --- | --- | --- | --- | --- | --- | --- |
| Mm-Cpn inhibitor | -11% | -4% | 0% | 3% | -2% | nt | -2% | 2% |
| EPAC2 antag | 11% | -3% | -6% | -6% | 1% | 8% | 0% | 3% |
| EPAC2 ag | -2% | 1% | 6% | 4% | 7% | 13% | 5% | 0% |
| D3 antag | 0 | 27 | 22 | 20 | 16 | -14 | 3 | 5 |
| PTHR1 ag | -12% | i | -31% | i | -16% | i | -28% | i |
| pAkt inh | i | i | i | i | i | i | i | i |
| DRD3 agonist | -1 | 2 | 3 | -2 | 3 | 5 | 4 | 2 |
| CCT modulator | -2.7 | 0.9 | -0.5 | 0.0 | -2.7 | -2.6 | -2.2 | 0.5 |

41. Cc1ccc(/C(N)=N/OC(=O)Cc2ccccc2)cc1
42. COc1ccc(NS(=O)(=O)c2ccc(NC(=O)c3ccccn3)cc2)cc1
43. CCSC1=C(C#N)C2(CCCCC2)C2=C(CC(C)(C)CC2=O)N1
44. COc1cc(OC)cc(C(=O)NCCCNC(=O)c2ccccn2)c1
45. CCOc1ccc(C(NC(=O)CC)c2c(O)ccc3ccccc23)cc1 (stereo not drawn)
46. Cc1ccc(OCCC(=O)Nc2cc(S(=O)(=O)N3CCOCC3)ccc2N2CCCC2)cc1
47. Cc1ccc(S(=O)(=O)NNC2CC(=O)N(c3ccc(Br)cc3)C2=O)cc1 (stereo not drawn)
48. Cc1cc(C(=O)Nc2c(C)nn(Cc3ccc(F)cc3)c2C)on1

| entry no. | 41 | 42 | 43 | 44 | 45 | 46 | 47 | 48 |
| --- | --- | --- | --- | --- | --- | --- | --- | --- |
| Mm-Cpn inhibitor | 3% | -5% | 1% | 1% | -3% | nt | -1% | -2% |
| EPAC2 antag | 1% | -8% | 0% | 10% | ? | 4% | 1%[57.1 µM] | 3% |
| EPAC2 ag | 7% | 11% | 0% | 3% | 4% | -3% | 16% | 7% |
| D3 antag | 10 | -14 | -20 | 25 | -18 | 20 | 7 | -8 |
| PTHR1 ag | -20% | -29% | -5% | -5% | -10% | -31%[inhibitor] | -1% | -23% |
| pAkt inh | i | i | i | i | i | i | i | i |
| DRD3 agonist | 4 | 4 | -1 | 9 | -1 | 5 | -1 | -1 |
| CCT modulator | 1.4 | -1.0 | 1.0 | -3.0 | -0.7 | 1.0 | 1.0 | 0.6 |

Source: PubChem BioAssay (National Center for Advancing Translational Sciences (NCATS))
